KCNQ1 pot – human KCNQ1 channel potentiation or activation. P51787. CHO-K1 KCNQ1, thallium flux FluxOR fluorescence; active compounds read high. B-score at 10 µM. 310,000 tested, 0.35% active;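 active means fluorescence ratio B-score, a plate-corrected score, at least three library SD, with initial intensity B-score within 5 SD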
Target sequence (P51787 whole entry, looked up): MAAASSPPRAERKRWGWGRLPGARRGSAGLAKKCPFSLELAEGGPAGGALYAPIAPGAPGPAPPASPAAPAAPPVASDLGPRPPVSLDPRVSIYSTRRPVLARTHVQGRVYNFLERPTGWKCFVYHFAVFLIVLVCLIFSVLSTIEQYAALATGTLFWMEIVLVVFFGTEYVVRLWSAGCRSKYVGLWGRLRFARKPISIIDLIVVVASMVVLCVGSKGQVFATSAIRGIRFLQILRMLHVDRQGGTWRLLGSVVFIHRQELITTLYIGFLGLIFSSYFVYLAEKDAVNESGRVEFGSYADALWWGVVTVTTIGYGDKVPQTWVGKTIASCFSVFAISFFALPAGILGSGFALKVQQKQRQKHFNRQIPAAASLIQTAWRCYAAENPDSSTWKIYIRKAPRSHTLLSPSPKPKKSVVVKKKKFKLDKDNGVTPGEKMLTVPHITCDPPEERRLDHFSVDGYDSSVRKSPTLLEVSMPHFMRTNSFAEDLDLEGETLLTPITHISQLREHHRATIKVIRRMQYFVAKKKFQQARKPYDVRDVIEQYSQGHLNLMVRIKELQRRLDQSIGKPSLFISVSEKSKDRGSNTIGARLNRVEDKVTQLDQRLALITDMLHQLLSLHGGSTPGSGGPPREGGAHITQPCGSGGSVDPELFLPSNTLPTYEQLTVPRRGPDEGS
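assay system = CHO-K1 cells stably expressing KCNQ1 | medium = assay buffer, equal DMSO in all wells | timing = 37 °C overnight plating, 90-min dark dye load, 20-min compound pretreatment | measured by = kinetic FluxOR thallium fluorescence, 10-s 1-Hz baseline, 110-s post-stimulus read | measure = fluorescence change relative to baseline, converted to B score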
hERG rescue – hERG (human) protection from proarrhythmic block | 310,000 tested, 0.51% active | activation (rescue from dofetilide block), less the hit threshold, % at 10 µM | CHO-hERG, FluxOR thallium flux, dofetilide IC70 present;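 active means activation above the mean of controls blocked by dofetilide plus 5 SD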;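 further: thallium influx through hERG after potassium depolarization seen as dye fluorescence rise; in these data hits start at about 4.7%; inactives centre near -7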
KCNK3 inh – human KCNK3 channel inhibition, primary screen | O14649 | CHO-KCNK3 thallium flux, FluxOR fluorescence; active compounds read low | B-score at 10 µM | 340,000 tested, 0.84% active;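 active means B-score under library mean minus 4 SD, starting fluorescence ratio at most library mean plus 5 SD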;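 further: more negative B-score means stronger inhibition of thallium flux through KCNK3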
RGS4 inh – inhibitors of human RGS4; P49798; HEK293 M3R/RGS4 inducible, Fluo-4 calcium flux; active compounds read high; triggered by carbachol at its EC20; B-score at 10 µM; 310,000 tested, 0.45% active; AID 463165;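 active means B-score, a plate-corrected calcium signal, over three deviations above library mean, with baseline fluorescence within five deviations of library mean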;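 further: RGS4 expression induced by doxycycline in cells with stable M3 receptor; B-score is computed from the integrated fluorescence ratio over baseline after carbachol; higher B-score means a larger calcium signal and so more RGS4 inhibition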
ANO1 activ – activates or potentiates the mouse TMEM16A chloride channel | HEK293 TMEM16A/YFP-H148Q/I152L, iodide quench fluorescence; active compounds read low | B-score at 10 µM | AID 623877 | Q8BHY3 | 340,000 tested, 0.3% active;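 active means fluorescence-ratio B-score plate-corrected deviation score at least 3 library SD below zero, with starting fluorescence score within 5 deviations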;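 further: channel opened by trigger with iodide after compound preincubation; score built on the fluorescence ratio of max minus min over baseline; more negative score means more quench and so TMEM16A activation or potentiation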
MrgX1 agonist – agonists of human MrgX1 receptor; MrgX1-HEK293 cells, Fluo-4 calcium fluorescence, agonist mode; active compounds read high; AID 588627; Q96LB2; B-score at 10 µM; 310,000 tested, 0.44% active;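 active means calcium response B-score plate-corrected fluorescence ratio at least 3 library SD, with starting fluorescence B-score inside 5 SD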
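Assay system: stable human MrgX1 HEK293 cell line. Quantity: 15,000 cells per well. Schedule: cells plated overnight, dye loaded 0.5 h 37 °C, 0.5 h room temperature. Detection: Fluo-4 NW calcium-flux fluorescence, kinetic read. Read-out basis: peak-minus-minimum fluorescence over baseline, converted to B scores. Control set: positive and negative control wells on each plate.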
KCNK9 block – inhibitors of human KCNK9 two-pore domain potassium channel; B-score at 10 µM; HEK293 KCNK9, FluxOR thallium flux fluorescence; active compounds read low; Q9NPC2; AID 488922; 310,000 tested, 1.2% active;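 active means ratio B-score over 3 SD below the library mean, with starting fluorescence within 5 SD of its mean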;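 further: negative B-score means less thallium flux so channel inhibition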
Target sequence (Q9NPC2 whole entry, looked up, the tested form may be a part): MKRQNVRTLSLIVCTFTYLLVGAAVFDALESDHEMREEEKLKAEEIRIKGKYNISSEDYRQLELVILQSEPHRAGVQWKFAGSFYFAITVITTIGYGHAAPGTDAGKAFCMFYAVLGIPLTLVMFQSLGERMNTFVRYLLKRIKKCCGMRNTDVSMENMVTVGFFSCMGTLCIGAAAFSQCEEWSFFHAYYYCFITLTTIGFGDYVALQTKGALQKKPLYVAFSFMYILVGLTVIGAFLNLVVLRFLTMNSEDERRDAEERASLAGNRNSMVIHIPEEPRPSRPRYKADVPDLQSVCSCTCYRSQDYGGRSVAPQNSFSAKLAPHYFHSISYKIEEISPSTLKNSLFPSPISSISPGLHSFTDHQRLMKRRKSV
MrgX1 allo act – human MrgX1 positive allosteric modulation, primary screen; 310,000 tested, 0.63% active; AID 588675; B-score at 10 µM; Q96LB2; MrgX1-HEK293, Fluo-4 calcium flux, FDSS; active compounds read high;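 active means plate-corrected calcium response at least 3 library SD above typical, normal starting fluorescence, not activating the receptor alone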;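 further: compound read alongside a low EC10 to EC30 dose of BAM8-22 agonist; peak minus trough fluorescence over baseline measured at the second addition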
RGS4 pot – potentiators or activators of RGS4 | 310,000 tested, 0.92% active | B-score at 10 µM | HEK293 M3R/inducible RGS4, carbachol calcium flux Fluo4; active compounds read low | AID 463111;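 active means B-score of the integrated calcium signal more than 4 SD below the library mean, with starting fluorescence not abnormally high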;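 further: negative B-score means reduced calcium response which marks RGS4 activation or potentiation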
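Assay system: HEK293 FlpIn-TREx cells, stable M3R, doxycycline-inducible RGS4 / Probe or stimulus: carbachol, ECmax concentration / Times: overnight RGS4 induction, 30 min dye load 37 °C, 20 min compound RT / Signal: kinetic calcium fluorescence imaging with Fluo4-AM dye, 2 µM / Measure: Agonist-evoked peak-minus-minimum fluorescence over baseline, integrated ratio, B score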
KCNQ1 inh – blocks the human KCNQ1 potassium channel; P51787; CHO-K1 KCNQ1, FluxOR thallium flux fluorescence; active compounds read high; B-score at 10 µM; 310,000 tested, 1.3% active; AID 2642;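 active means compounds whose thallium flux B-score, printed positive for inhibition, exceeds three library SD while starting fluorescence stays within three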;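 further: channel opened by potassium depolarization with thallium stimulus after 20 min compound exposure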
ANO1 block – blocks the mouse calcium-activated chloride channel TMEM16A | HEK293 TMEM16A/YFP iodide influx fluorescence, ionomycin | normalized B-score (activity score, 25-100; higher = stronger inhibition) at 10 µM | 310,000 tested, 1.2% active | AID 588511;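 active means ratio plate-corrected score three or more library SD toward inhibition, starting fluorescence score within five deviations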;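 further: score derived from kinetic fluorescence span divided by baseline fluorescence per well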
Starred values were filed as active, the others as inactive; i = inactive; . = no result given. Random draw from the library. Share with any hit: about 6.3%.

SMILES | KCNQ1 pot | hERG rescue | KCNK3 inh | RGS4 inh | ANO1 activ | MrgX1 agonist | KCNK9 block | MrgX1 allo act | RGS4 pot | KCNQ1 inh | ANO1 block
CCOc1ccc(OCc2cccc(C(=O)N/N=C/c3cccnc3)c2)cc1 | i | -9 | i | i | i | i | i | i | i | i | i
COc1ccc(C2CC(=O)Nc3ccccc3S2(=O)=O)cc1OC (configuration not stated) | . | . | i | . | i | i | . | i | . | . | i
O=C1CC(N2CCN(S(=O)(=O)c3cccc(C(F)(F)F)c3)CC2)C(=O)N1Cc1ccccc1 (configuration not stated) | i | -4 | i | i | i | i | i | i | i | i | i
CC1(C)CC(=O)C2=C(C1)NC1=C(C(=O)c3ccccc31)C2c1ccc(Cl)cc1 (configuration not stated) | i | -7 | i | i | i | i | i | i | i | i | i
Cc1nc(NC(=O)/C=C/c2ccccc2)n[nH]1 | i | -5 | i | i | i | i | i | i | i | i | i
Cc1ccc2nc(N/C(=N/S(=O)(=O)c3cccs3)c3ccccc3Cl)sc2c1 | i | -6 | i | i | i | i | i | i | i | i | i
CCOc1ccc(C(C)C)cc1S(=O)(=O)N1CCOCC1 | i | -5 | i | i | i | i | i | i | i | i | i
O=C(COC(=O)c1ccc(O)cc1)Nc1ccccc1[N+](=O)[O-] | i | 2 | i | i | i | i | i | i | i | i | i
Cc1ccc(CCCOC(=O)C[N+]2(C)CCOCC2)cc1 | i | -3 | i | i | i | i | i | i | i | i | i
Cc1c(C(=O)N2CCCCC2)c(S(=O)(=O)N2c3ccccc3CC2C)c(C)n1C (configuration not stated) | i | -7 | i | i | i | i | i | i | i | i | i
CC(C)Cn1cnc2c1c(=O)n(CC(=O)N(C)C)c(=O)n2Cc1ccccc1 | i | -10 | i | i | i | i | i | i | i | i | i
CCc1nc(C)ccc1OCC(=O)O | i | -10 | i | i | i | i | i | i | i | i | i
O=S(=O)(c1ccc2ccccc2c1)N1CCCCCC1 | i | -9 | i | i | i | i | i | i | i | i | i
COC(=O)c1onc(-c2c(OC)cc(OC)cc2OC)c1C(=O)OC | i | -4 | i | i | i | i | i | i | i | i | i
S=C(c1ccc(-c2ccc(Cl)cc2Cl)o1)N1CCCCC1 | i | -7 | i | i | i | i | i | i | i | i | i

Compound profiles, as listed above. Values in the order: KCNQ1 pot | hERG rescue | KCNK3 inh | RGS4 inh | ANO1 activ | MrgX1 agonist | KCNK9 block | MrgX1 allo act | RGS4 pot | KCNQ1 inh | ANO1 block
`O=C1CC(N2CCN(S(=O)(=O)c3cccc(C(F)(F)F)c3)CC2)C(=O)N1Cc1ccccc1` (configuration not stated) as listed: i | -4 | i | i | i | i | i | i | i | i | i
`Cc1ccc2nc(N/C(=N/S(=O)(=O)c3cccs3)c3ccccc3Cl)sc2c1` as listed: i | -6 | i | i | i | i | i | i | i | i | i

Additional records.
SMILES | KCNQ1 pot | hERG rescue | KCNK3 inh | RGS4 inh | ANO1 activ | MrgX1 agonist | KCNK9 block | MrgX1 allo act | RGS4 pot | KCNQ1 inh | ANO1 block
O=C1c2ccccc2C(=O)N1CCc1csc(NNc2nc(CCN3C(=O)c4ccccc4C3=O)cs2)n1 | i | -1 | i | i | i | i | i | i | i | i | i
COc1cc2[nH]c(=O)n(CCC(=O)NCCC(C)C)c(=O)c2cc1OC | i | -10 | i | i | i | i | i | i | i | i | i
CC(=O)Nc1ccnn1C1CCN(C(=O)c2cccc(C)c2C)CC1 | i | -2 | i | i | i | i | i | i | i | i | i
COc1ccc(-c2c[n+](CC(=O)c3cccs3)c3n2CCC3)cc1 | i | -8 | i | i | i | i | i | i | i | i | i
NC(=O)COC(=O)c1ccccc1SCC(=O)NC1CCCCCC1 | i | -12 | i | i | i | i | i | i | i | i | i
COc1cccc(/C=N/Nc2ncnc3c2[nH]c2ccc(C)cc23)c1OC | i | -10 | i | i | i | i | i | i | i | i | i
CC(CCc1ccccc1)NCC(O)c1cccc([N+](=O)[O-])c1 (configuration not stated) | i | -4 | i | i | i | i | i | i | i | i | i
CCOC(=O)C1(Cc2cccc(OC)c2)CCN(Cc2ccc3c(c2)OCCO3)CC1 | i | -10 | i | i | i | i | i | i | i | i | i
Cc1ccc(NC(=S)Nc2ccc(S(=O)(=O)N3CCOCC3)cc2)cc1S(=O)(=O)N1CCOCC1 | i | -13 | i | i | i | i | i | i | i | 7* | i
COC(=O)C1=C(C)N(CCCC(=O)O)C(=O)NC1c1ccc(-c2ccccc2)cc1 (configuration not stated) | i | -8 | i | i | i | i | i | i | i | i | 100*
O=C(Nc1ccccc1C(=O)N1CCCC1)c1ccc(Cl)c([N+](=O)[O-])c1 | i | 1 | i | i | i | i | i | i | i | i | i
O=S(=O)(N/N=C\c1ccccc1O)c1ccc(Cl)cc1 | i | -12 | i | i | i | i | i | i | i | i | i
Cc1cc2c(=O)[nH]cnc2s1 | i | -1 | i | i | i | i | i | i | i | i | i
CCOC(=O)N/N=C/c1cc(C)n(-c2ccccc2)c1C | i | -15 | i | i | i | i | i | i | i | i | i
CCOC(=O)c1c(NC(=O)CSc2c[nH]c3ccccc23)sc2c1CCCC2 | i | -8 | i | i | i | i | i | i | i | i | i
Cc1ccc(C)c(N2CCN(CCN3CCCCC3)CC2)c1 | i | -12 | i | i | i | i | i | i | i | i | i
COc1cccc(C=Nc2cccnc2)c1O | i | -7 | . | i | . | i | i | i | i | i | i
Cc1nc(CNS(=O)(=O)c2cccnc2)cs1 | i | -3 | i | i | i | i | i | i | i | i | i
COc1ccc(NC(=S)c2ccncc2)cc1 | i | -1 | i | i | i | i | i | i | i | i | i
CC(C)C[C@@H](COc1ccccc1)N1CCN(C)CCC1=O | i | -10 | i | i | i | i | i | i | i | i | i
Cc1csc(SCCn2c(N3CCOCC3)nc3c2c(=O)[nH]c(=O)n3C)n1 | i | -10 | i | i | i | i | i | i | i | i | i
CCN(CC(=O)NCc1ccc(F)cc1)C(=O)/C=C/c1cccs1 | i | -2 | i | i | i | i | i | i | i | i | i
COc1cc(C(=O)NCC(=O)NCCSc2ccc(Br)cc2)cc(OC)c1OC | i | -13 | i | i | i | i | i | i | i | i | i
C/C=C\C=C/C(=O)Nc1cccc(C2=NOC3(C2)C[C@@H](C(N)=O)N(C(=O)c2ccccc2)C3)c1 (some centres not stated) | i | -7 | . | i | . | i | i | i | i | i | i
CC(=O)NC12CC3CC(C1)CC(C(=O)Oc1ccc(N(C)S(=O)(=O)c4cc(C)ccc4C)cc1)(C3)C2 | i | -8 | i | i | i | i | i | i | i | 6* | i
COc1ccccc1C1C(C#N)=C(N)Oc2c1oc(CO)cc2=O (configuration not stated) | i | -19 | i | i | i | i | i | i | i | i | i
COc1cccc(C2=NOC(C(=O)N3CCc4ccccc4C3)C2)c1 (configuration not stated) | i | -8 | i | i | i | i | i | i | i | i | i
Cc1ccc(S(=O)(=O)N2CCN=C2SCc2cccnc2)cc1 | i | -3 | i | i | i | i | i | i | i | i | i
CCN(C(=O)CSc1nc2nc(C)cc(C)n2n1)c1ccccc1 | i | -2 | i | i | i | i | i | i | i | i | i
COc1ccc(O)c(C=Nc2cc(NC(C)=O)c(Cl)cc2Cl)c1 | i | -9 | i | i | i | i | i | i | i | i | i
O=C(O)c1ccc(NC(=O)c2cccc(S(=O)(=O)Nc3ccc(C(=O)O)cc3)c2)cc1 | i | -1 | i | i | i | i | i | i | i | i | i
COc1c(Cl)cc(C(=O)Nc2ccccc2C(=O)O)cc1Cl | i | -7 | i | i | i | i | i | i | i | i | i
CCCOc1ccc(S(=O)(=O)N2CCCC2)cc1[N+](=O)[O-] | i | -9 | i | i | i | i | i | i | i | i | i
O=C(CSCc1ccccc1)Nc1cc([N+](=O)[O-])ccc1F | i | -11 | i | i | i | i | i | i | i | i | i
CCC(=O)Nc1ccc(NC(=S)NC(=O)Cc2ccccc2)cc1 | i | -5 | i | i | i | i | i | i | i | i | i
CCC(C)NC(=O)Cn1nc(Cc2ccncc2)c2ccccc2c1=O (configuration not stated) | i | -7 | i | i | . | i | i | i | i | i | i
O=C1CCCc2ccccc2N1Cc1ccc(Cl)cc1 | i | -13 | i | i | i | i | i | i | i | i | i
Cc1ccc(C)c(C(=O)COC(=O)c2ccccc2N2C(=O)C3C4CCC(C4)C3C2=O)c1 (configuration not stated) | i | -13 | i | i | i | i | i | i | i | i | i
Cc1cc2c(cc1S(=O)(=O)Nc1ccc(OC(F)(F)F)cc1)OCC(=O)N2 | i | -15 | i | i | i | i | i | i | i | i | i
O=C(CCCn1cnc([N+](=O)[O-])n1)Nc1ccc(Cl)cc1Cl | i | -5 | i | i | i | i | i | i | i | i | i
Cc1nc(N2CCN(c3ccccn3)CC2)c2c(C)c(C(=O)Nc3ccccc3F)sc2n1 | i | -14 | i | i | i | i | i | i | -7.8* | i | i
Cc1nc(NC(=S)Nc2ccccc2)sc1C | i | 1 | i | i | i | i | i | i | i | i | i
CC(=O)C1=C(C)NC(SCC(=O)c2ccc(C)cc2)=C(C#N)C1c1ccco1 (configuration not stated) | i | -12 | . | i | . | i | i | i | i | 6* | i
O=C(c1ccc(CNS(=O)(=O)c2cccc(Cl)c2)cc1)N1CCCC1 | i | -3 | i | i | i | i | i | i | i | i | i
O=c1[nH]c(NCCO)nnc1Cc1ccccc1 | i | -3 | i | i | i | i | i | i | i | i | i
N#CC(c1ccc(Cl)cc1)c1ccc2c(C(F)(F)F)cc(C(F)(F)F)nc2n1 (configuration not stated) | 60* | -4 | i | i | i | i | i | i | -8.1* | i | 100*
O=C(O)C(Cc1ccccc1)NS(=O)(=O)c1ccc(Cl)cc1 (configuration not stated) | i | -3 | i | i | i | i | i | i | i | i | i
CCOC(=O)c1cc2c(C)nn(-c3ccccc3)c2s1 | i | -5 | i | i | i | i | i | i | i | i | i
COc1cccc(OCCCn2cc(/C=C3/C(=N)N4C=C(C)SC4=NC3=O)c3ccccc32)c1 | i | -10 | i | i | i | i | i | i | i | i | i
O=[N+]([O-])c1ccc(CSc2nnc(-c3cccnc3)o2)cc1 | i | -8 | i | i | i | i | i | i | i | i | i

From PubChem
